# BoNT A protease: BoNT/A light chain protease inhibitors, primary screen, biochemical, flow cytometry, MLPCN library; Botulinum neurotoxin type A light chain protease (Clostridium botulinum A str. ATCC 3502); multiplex microsphere protease substrate cleavage; inhibition, % at 10 µM; 360,000 tested, 0.17% active; AID 588499, 2011; also: plate controls were buffer without enzyme for full effect and enzyme alone for no effect
# MazF activator: activators of E. coli MazEF toxin-antitoxin RNase, primary screen, biochemical, fluorescence, uHTS; Endoribonuclease toxin MazF (Escherichia coli (strain K12)), P0AE70; FAM/BHQ RNA-DNA oligo cleavage fluorescence, 5 h; activation, % at 20 µM; 350,000 tested, 0.32% active; AID 504720, 2011; in the data active = activation above about 50%
# Target sequence (P0AE70 whole entry, looked up): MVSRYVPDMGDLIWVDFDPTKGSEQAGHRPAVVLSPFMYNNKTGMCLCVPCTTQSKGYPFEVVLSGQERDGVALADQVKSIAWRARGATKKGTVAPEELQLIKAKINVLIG
# PrPC surface inh: inhibitors of human cell surface prion protein PrPC, primary screen, cell-based, TR-FRET; Major prion protein (Homo sapiens), P04156; TR-FRET read-out; inhibition, % at 13.8 µM; 370,000 tested, 0.43% active; AID 720596, 2013; in the data active = inhibition above about 24%; also: 0% = median of the test wells and 100% = reference compound wells
# PriA SSB inh: inhibitors of Klebsiella pneumoniae PriA binding to SSB C-terminal tail, primary screen, biochemical, AlphaScreen. PriA–SSB C-terminal tail interaction (Klebsiella pneumoniae). AID 1272365, 2023. AlphaScreen SSBct-PriA binding, biotinylated peptide. inhibition, % at 33 µM. 430,000 tested, 0.6% active; in the data active = inhibition mostly above about 37%, no sharp cut-off; inactive = mostly below about 20%;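 also: plate controls were negative control peptide for no effect and reference peptide for full effect; strong numbers were not always called active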
# DUSP3 inh: VHR1 phosphatase inhibitors, primary screen, biochemical, absorbance, uHTS | 290,000 tested, 0.52% active | recombinant VHR phosphatase, pNPP absorbance | Dual specificity protein phosphatase 3 (Homo sapiens), P51452 | inhibition, % at 13.3 µM; in the data active = inhibition above about 50%; also: some compounds called inactive have numbers as strong as hits
# Rv3671c inh: Rv3671c serine protease inhibitors, primary screen, biochemical, fluorescence polarization, M. tuberculosis H37Rv. P9WHR9. inhibition, % at 5.96 µM. 320,000 tested, 0.048% active; in the data active = inhibition above about 38%;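 also: extracellular domain of Rv3671c used as enzyme; 0% = enzyme with DMSO and 100% = no enzyme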
# Anthrax LF inh2: Bacillus anthracis LF protease inhibitors, primary screen, biochemical, multiplex microsphere, MLPCN library; multiplex microsphere protease cleavage assay; inhibition, % at 10 µM; 360,000 tested, 0.12% active; also: plate controls were buffer without enzyme for full effect and enzyme alone for no effect
# Target sequence (P15917 whole entry, looked up): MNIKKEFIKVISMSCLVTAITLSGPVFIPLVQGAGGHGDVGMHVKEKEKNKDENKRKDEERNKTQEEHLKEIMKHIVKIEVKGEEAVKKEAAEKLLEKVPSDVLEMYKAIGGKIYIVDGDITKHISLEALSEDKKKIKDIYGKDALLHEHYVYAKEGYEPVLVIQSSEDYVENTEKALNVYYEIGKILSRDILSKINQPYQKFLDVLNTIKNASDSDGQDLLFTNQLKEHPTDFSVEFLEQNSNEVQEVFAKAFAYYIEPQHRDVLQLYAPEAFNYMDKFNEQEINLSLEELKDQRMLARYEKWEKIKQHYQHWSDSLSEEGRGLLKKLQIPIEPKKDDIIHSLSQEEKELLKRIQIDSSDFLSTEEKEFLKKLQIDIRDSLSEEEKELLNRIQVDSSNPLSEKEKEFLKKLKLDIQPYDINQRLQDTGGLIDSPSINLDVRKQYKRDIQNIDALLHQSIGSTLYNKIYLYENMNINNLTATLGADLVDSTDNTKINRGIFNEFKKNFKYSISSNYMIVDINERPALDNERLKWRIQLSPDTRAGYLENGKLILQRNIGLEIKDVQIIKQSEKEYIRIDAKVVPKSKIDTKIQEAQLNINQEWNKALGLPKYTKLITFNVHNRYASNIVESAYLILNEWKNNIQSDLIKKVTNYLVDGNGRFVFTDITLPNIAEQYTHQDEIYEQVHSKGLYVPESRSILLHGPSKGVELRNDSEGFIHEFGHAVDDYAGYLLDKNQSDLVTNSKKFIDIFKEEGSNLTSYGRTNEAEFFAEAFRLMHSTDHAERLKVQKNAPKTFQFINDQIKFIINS
# BoNT F protease: BoNT/F light chain protease inhibitors, primary screen, biochemical, flow cytometry, MLPCN library. Botulinum neurotoxin type F light chain protease (Clostridium botulinum). inhibition, % at 10 µM. 360,000 tested, 0.22% active. Multiplex microsphere protease cleavage assay. AID 588497, 2011; in the data active = inhibition above about 35%, passing the limit was not always enough; inconclusive = no clear call, values can overlap the other calls; also: plate controls were buffer without enzyme for full effect and enzyme alone for no effect
# CCHF vOTU inh: CCHFV vOTU protease inhibitors, primary screen, biochemical, Pep-AMC substrate, fluorescence. Crimean-Congo hemorrhagic fever virus L polyprotein viral ovarian tumor (vOTU) protease …. AID 651958, 2012. 370,000 tested, 0.55% active. inhibition, % at 11.5 µM; in the data active = inhibition above about 30%; also: 0% = vehicle wells with enzyme and 100% = no enzyme wells
# 3CLpro inhibitor: SARS-CoV 3CLpro protease inhibitors, primary screen, biochemical, quenched FRET; recombinant SARS-CoV 3CLpro, quenched FRET peptide cleavage; 290,000 tested, 0.14% active; inhibition, % at 6 µM; Replicase polyprotein 1ab (Severe acute respiratory syndrome coronavirus), P0C6X7; in the data active = inhibition above about 12%
# * = called active by the depositor; i = inactive; ? = inconclusive; . = not tested or not shown; & = joins results of further samples. Rule as the data show it, unless noted: active = inhibition above about 30%; inconclusive = no clear call, values can overlap the other calls; inactive = below that.
SMILES,BoNT A protease,MazF activator,PrPC surface inh,PriA SSB inh,DUSP3 inh,Rv3671c inh,Anthrax LF inh2,BoNT F protease,CCHF vOTU inh,3CLpro inhibitor
CCC1CCCCN1CCCNC(=O)CS(=O)Cc1nc(-c2ccc(OC)c(OC)c2)oc1C (configuration not stated),2.0,3,-3,-6,78,-13,0,6,7,-8
O=C(c1ccc(OCC2CCCO2)cc1)N1CCN(c2ccccc2)CC1 (configuration not stated),-1.1,-2,-1,-14,8,9,-2,5,5,3
COc1ccccc1NC(=O)Nc1nc(C(N)Cc2ccc(Cl)cc2)cs1 (configuration not stated),-1.0,.,0,.,.,.,-3,-26,10,.
CN(C)S(=O)(=O)c1cccc(NC(=O)COC(=O)c2c[nH]c(=O)[nH]c2=O)c1,-0.1,1,-4,-5,8,1,-2,-7,4,-3
COc1ccc([C@@H]2CC(=O)c3c(O)cc(O[C@@H]4OC(CO[C@@H]5OC(C)[C@H](O)[C@H](O)C5O)[C@@H](O)[C@@H](O)C4O)cc3O2)cc1O (some centres not stated),-0.9,5,-3,-3,.,12,-8,-9,1,.
Cc1ccc(C(=O)COC(=O)CNC(=O)Cc2ccccc2)cc1,0.2,7,-3,-8,14,0,-4,3,10,7
Cc1ccc(NCc2nnc(SCC(=O)NCc3ccco3)n2CC2CCCO2)c(C)c1 (configuration not stated),-1.6,1,1,5,22,4,-3,-1,-6,-1
Cc1cccc(C)c1NC(=O)CNC(=O)C12CC3CC(CC(O)(C3)C1)C2,3.2,1,0,-9,.,7,?,-10,-11,.
COc1ccc(OC)c(S(=O)(=O)Nc2ccc3[nH]c(=O)[nH]c3c2)c1,2.2,0,5,-10,6,0,5,11,-8,-3
CC(=O)c1ccc(OCC(=O)N2CCCC(N(C)Cc3ccccc3)C2)cc1 (configuration not stated),-0.1,3,-2,-7,5,3,-2,-8,15,1
CN1/C(=C\C=C2\N=C(c3ccc(F)cc3)OC2=O)C(C)(C)c2ccccc21,2.9,-167,9,10,9,-17,3,-5,5,-3
Cc1nonc1CN(C)C(=O)CC1C(=O)NCCN1Cc1ccccc1F (configuration not stated),-3.1,1,-5,-9,-6,.,2,-9,2,4
CCOC(=O)C1C(=O)NC(SCC(N)=O)=C(C#N)C1c1ccccc1OCC (configuration not stated),1.5,-58,5,-2,10,-26,-1,-5,-11,1
Cc1ccc(C)c(NC(=O)CSc2n[nH]c(-c3ccncc3)n2)c1,0.6,3,-1,-18,-5,-1,3,?,10,0
Cc1ccc(CN(CC(=O)N/N=C/c2ccccc2[N+](=O)[O-])S(=O)(=O)c2ccc(C)cc2)cc1,-0.7,-14,1,.,13,-26,-1,6,11,0
O=C(CSc1ccc2ccccc2c1)Nc1nc2ccccc2[nH]1,-0.3,-7,9,-1,-1,-10,1,-6,-1,2
Cc1ccc(/C([O-])=C(/C(=S)NCCN2CCOCC2)[n+]2ccccc2)cc1[N+](=O)[O-],0.3,-14,-4,.,9,2,-8,-6,-5,3
O=C(Cc1ccccc1)NCC(=O)OCC(=O)c1ccc(Cl)c([N+](=O)[O-])c1,0.1,-1,-16,-9,9,-6,0,-5,4,4
Cc1cc(C)nc(SCC(=O)N/N=C/c2cccnc2)n1,4.1,0,1,.,15,.,1,-3,11,-1
Oc1ccc2c3c1O[C@H]1c4[nH]c5ccccc5c4C[C@@]4(O)[C@@H](C2)N(CC2CC2)CC[C@]314,-1.8,14,-3,4,.,2,1,-22,9,.

# Filtered by structure, those above containing a Cl atom
SMILES,BoNT A protease,MazF activator,PrPC surface inh,PriA SSB inh,DUSP3 inh,Rv3671c inh,Anthrax LF inh2,BoNT F protease,CCHF vOTU inh,3CLpro inhibitor
COc1ccccc1NC(=O)Nc1nc(C(N)Cc2ccc(Cl)cc2)cs1 (configuration not stated),-1.0,.,0,.,.,.,-3,-26,10,.
O=C(Cc1ccccc1)NCC(=O)OCC(=O)c1ccc(Cl)c([N+](=O)[O-])c1,0.1,-1,-16,-9,9,-6,0,-5,4,4

# Next records:
SMILES,BoNT A protease,MazF activator,PrPC surface inh,PriA SSB inh,DUSP3 inh,Rv3671c inh,Anthrax LF inh2,BoNT F protease,CCHF vOTU inh,3CLpro inhibitor
CCn1c2ccc(F)cc2c2nnc(SCCN3CCCCC3)nc21,3.3,9,-16,-5,21,.,3,27,-1,3
CCS(=O)(=O)Nc1cccc(-c2nc3cccnc3s2)c1,.,3,-12,-8&12,14,2,.,.,-7,2
COc1ccc(OC)c(NC(=O)Nc2c(O)ccc3ccccc23)c1,0.5,-4,-3,27,.,-5,-5,6,-12,.
COc1cccc(C(=O)Nc2c3c(nn2-c2ccc(Cl)cc2)CS(=O)(=O)C3)c1OC,0.6,8,-4,-19,2,-5,-4,-3,2,0
CC1(C)CC(=O)C(C=NC(CCC(N)=O)C(=O)O)=C(O)C1 (configuration not stated),-0.1,-3,-5,9,-2,4,2,1,1,4
CC(=O)Nc1ccc(C(=O)OCC(=O)Nc2ccccc2Sc2ccccc2)cc1,-0.6,11,9,-4,-10,-37,-7,-8,-13,2
CCCCC(=O)Nc1cc(C)c2c(=O)oc3ccccc3c2n1,0.3,3,-1,-5,14,-3,1,5,12,2
CCC(C)n1c(O)c(C(c2ccccn2)c2c(O)n(C(C)CC)c(=S)[nH]c2=O)c(=O)[nH]c1=S (configuration not stated),1.5,31,-7,31,-20,-13,-12,1,-11,1
Cc1c(N=C2SCC(=O)N2/N=C\c2ccc(Br)cc2)c(=O)n(-c2ccccc2)n1C,-0.5,1,1,.,-12,-10,1,-4,1,0
O=C(O)CCCn1cc(NC(=O)c2c(F)cccc2F)cn1,-0.7,23,-11,-2,19,-3,-6,1,5,6
O=C(Cn1c(=O)n(Cc2ccco2)c(=O)c2cc(Cl)ccc21)NCC1CCCO1 (configuration not stated),1.3,0,-2,2,1,-3,2,5,4,3
Cc1cc(C)c2c(CN3CCN(Cc4ccccc4)CC3)cc(=O)oc2c1,-0.4,0,1,6,19,.,-4,-5,24,-1
O=S(=O)(c1ccc(NC(=S)NC2CC2)cc1)N1CCOCC1,-0.5,6,-2,2,5,-6,-3,-4,-7,5
CN1CCN(c2ncc(CN3C(=O)c4ccccc4C3=O)s2)CC1,0.2,15,6,-1,9,3,-3,-6,-16,2
CC(=O)NC1(c2nnnn2CCOC(=O)Nc2ccc(Cl)cc2)CCCC1,-0.2,-2,2,-11,-18,2,-1,2,-2,-6
CCOc1ccc(CCNC(=O)C2CCN(c3nnc(-n4cccc4)s3)CC2)cc1,-0.2,-4,-4,-18,13,8,-8,-1,10,-4
CCOC(=O)C(C)n1nc(-c2ccccc2)c2ccccc2c1=O (configuration not stated),-0.5,1,-2,-24,-6,-7,-1,-6,0,4
N#CC1=C(N)Oc2cc(N)ccc2C1C1CCCCC1 (configuration not stated),-0.2,-1,4,8,10,-18,-6,-27,-19,5
CCCC(c1nnnn1C(C)(C)C)N1CCN(c2ccccc2)CC1 (configuration not stated),-1.9,4,2,1,15,-7,-7,-6,11,-3
CC(C)(C#N)C(C)(C)c1nn[nH]n1,1.2,2,-1,-6,26,0,1,3,-11,-1

# Laid out differently: entries from further up.
CC(=O)NC1(c2nnnn2CCOC(=O)Nc2ccc(Cl)cc2)CCCC1
  BoNT A protease: -0.2
  MazF activator: -2
  PrPC surface inh: 2
  PriA SSB inh: -11
  DUSP3 inh: -18
  Rv3671c inh: 2
  Anthrax LF inh2: -1
  BoNT F protease: 2
  CCHF vOTU inh: -2
  3CLpro inhibitor: -6
Cc1c(N=C2SCC(=O)N2/N=C\c2ccc(Br)cc2)c(=O)n(-c2ccccc2)n1C
  BoNT A protease: -0.5
  MazF activator: 1
  PrPC surface inh: 1
  PriA SSB inh: .
  DUSP3 inh: -12
  Rv3671c inh: -10
  Anthrax LF inh2: 1
  BoNT F protease: -4
  CCHF vOTU inh: 1
  3CLpro inhibitor: 0
CC(C)(C#N)C(C)(C)c1nn[nH]n1
  BoNT A protease: 1.2
  MazF activator: 2
  PrPC surface inh: -1
  PriA SSB inh: -6
  DUSP3 inh: 26
  Rv3671c inh: 0
  Anthrax LF inh2: 1
  BoNT F protease: 3
  CCHF vOTU inh: -11
  3CLpro inhibitor: -1
CCC(C)n1c(O)c(C(c2ccccn2)c2c(O)n(C(C)CC)c(=S)[nH]c2=O)c(=O)[nH]c1=S (configuration not stated)
  BoNT A protease: 1.5
  MazF activator: 31
  PrPC surface inh: -7
  PriA SSB inh: 31
  DUSP3 inh: -20
  Rv3671c inh: -13
  Anthrax LF inh2: -12
  BoNT F protease: 1
  CCHF vOTU inh: -11
  3CLpro inhibitor: 1

# Further entries follow:
SMILES,BoNT A protease,MazF activator,PrPC surface inh,PriA SSB inh,DUSP3 inh,Rv3671c inh,Anthrax LF inh2,BoNT F protease,CCHF vOTU inh,3CLpro inhibitor
CCOc1ccc(CCNC(=O)CS(=O)Cc2nc(-c3ccc(C)cc3)oc2C)cc1 (configuration not stated),2.1,2,0,-5,-2,-2,0,10,16,-2
CCOc1ccc(CCNC(=O)COC(=O)c2nc3nc(C)cc(C)n3n2)cc1OCC,0.4,3,-1,10,-2,8,2,-2,-17,3
O=C(Nc1ccc(-c2nc3ccccc3o2)c(O)c1)c1cc(-n2cnnc2)ccc1Cl,-1.6,-22,4,-19,-4,-3,1,-2,-49,1
Cc1cc(C)cc(NC(=O)c2ccc(NC(=O)c3ccco3)cc2)c1,1.1,1,-1,1,-9,-27,-3,2,12,-3
O=c1c2c3nc4ccccc4nc3n(/N=C/c3ccccn3)c2ncn1-c1ccccc1,-6.9,3,-2,i,32,6,-2,?,-13,-1
Nc1nc(CCl)nc(N(c2ccccc2)c2ccccc2)n1,-0.7,11,0,1,35,2,-3,0,-13,4
O=C(CSc1cccc[n+]1[O-])Nc1ccc(Br)cc1Br,-0.3,-5,13,-17,.,2,-3,0,2,.
Cc1ccc(NC(=O)CCN2CCC(C)CC2)cc1,0.5,13,5,-9,21,6,6,7,-13,5
N#CC1=C(N)n2c(s/c(=C\c3cccs3)c2=O)=C(C#N)C1c1cccs1 (configuration not stated),2.5,18,-4,.,9,-6,-1,3,7,6
O=C(Nc1cc(C(F)(F)F)ccc1-n1cncn1)c1ccc(Cl)cc1,0.1,4,8,-16,32,-13,0,2,15,2
O=C(NC1CC1)c1ccc2c(c1)N(Cc1ccccc1)CCS2,1.9,9,-5,-21,12,2,-2,10,-143,-4
COc1ccc(C=O)c(-c2c(CCO)sc3ccccc23)c1,-1.0,.,3,.,.,.,-7,-1,-5,.
COC12C(COC(N)=O)C3=C(C(=O)C(C)=C(N)C3=O)N1CC1C2N1C (configuration not stated),-1.1,-2,-31,-7,16,4,-6,1,6,-2

# An excerpt. The share of hits here may be higher or lower than overall.
